# PfHsp90 yeast 2 – reduces growth (ATP signal) of yeast expressing P. falciparum Hsp90 | S. cerevisiae expressing PfHsp90, BacTiter-Glo ATP, 48 h; yeast lacking PDR1 and PDR3 efflux regulators | inhibition, % at 9.4 µM | 0.32% of 310,000 active | AID 504621;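 active means every replicate shows inhibition above about 80%, whatever the replicate mean, limit read from the data; inconclusive means mean inhibition reaches the set limit but some replicate falls short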;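 further: 0% = DMSO neutral controls and 100% = 20 µM radicicol positive controls; yeast relying on Plasmodium falciparum Hsp90 in place of its own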
# E coli growth – counter-screen for AddAB inhibitors: E. coli growth inhibition; 0.27% of 330,000 active; AID 449728; inhibition, % at 11.9 µM; E. coli V3065 growth, OD600 absorbance, 18 h;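 active means inhibition above the campaign's mean inhibition across all tested compounds plus 3 SD, cut at about 9.9% in these data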;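 further: uninfected addAB+ strain grown without phage in ampicillin broth; 0% = DMSO wells and 100% = ciprofloxacin 0.95 µg/ml wells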
# phage Ecoli inh – E. coli growth loss with phage present. 0.26% of 360,000 active. growth absorbance. inhibition, % at 11.9 µM. AID 651602; in the data active means inhibition above about 11%
# PvdQ inh – P. aeruginosa PvdQ acylase inhibition; 0.063% of 340,000 active; purified PvdQ acylase, fluorescence plate reader; inhibition, % at 10 µM; AID 488965; in the data active means inhibition above about 30%, passing the limit was not always enough; inconclusive means no clear call, values can overlap the other calls;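 further: 0% = vehicle neutral wells and 100% = reference inhibitor wells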
# Rtt109 HAT inh – inhibitors of Candida albicans Rtt109/Vps75 histone acetyltransferase. purified Rtt109/Vps75, ThioGlo CoA-SH fluorescence, 4 h. inhibition, % at 34.9 µM. Q5AAJ8. 0.16% of 330,000 active;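 active means inhibition of at least 50% in every replicate; inconclusive means best replicate reaches 50% inhibition but some replicates fall short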
# Target sequence (Q5AAJ8 whole entry, looked up): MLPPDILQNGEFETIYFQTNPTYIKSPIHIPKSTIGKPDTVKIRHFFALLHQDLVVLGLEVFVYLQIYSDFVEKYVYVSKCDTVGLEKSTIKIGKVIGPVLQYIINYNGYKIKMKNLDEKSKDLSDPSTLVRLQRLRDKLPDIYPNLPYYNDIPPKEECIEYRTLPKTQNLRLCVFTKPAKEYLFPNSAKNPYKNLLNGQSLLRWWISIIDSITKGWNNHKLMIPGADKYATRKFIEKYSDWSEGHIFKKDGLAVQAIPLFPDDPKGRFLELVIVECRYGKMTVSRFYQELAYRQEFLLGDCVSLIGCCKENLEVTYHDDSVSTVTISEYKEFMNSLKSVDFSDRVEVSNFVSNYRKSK
# CAL PDZ FP – inhibitors of human CAL PDZ peptide binding; purified CAL PDZ, TMR-peptide fluorescence polarization, 1 h; Q9HD26; 0.02% of 330,000 active; AID 504414; inhibition, % at 20 µM;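 active means highest replicate inhibition of at least 40%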;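 further: plate controls were DMSO neutral control wells for no effect and unlabeled competitor peptide control wells for full effect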
#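 Control set: unlabelled peptide and DMSO controls / Material: purified CerCALP PDZ construct / Timing: 1 h incubation at room temperature before polarization reading / Doses: 20 µM, one dose / Detection: fluorescence polarization (mP)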
# Tat transport – blocks Tat-dependent protein export in E. coli; AID 488895; 0.036% of 340,000 active; E. coli MC4100 TorA-mCherry Tat export, fluorescence; inhibition, % at 10 µM;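 active means mean replicate inhibition at least 50% and at least half of replicates individually reaching 50%; inconclusive means only one of the two criteria met; inactive means neither criterion met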;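 further: exported cargo escapes ClpAP degradation while cytoplasmic cargo is degraded and loses fluorescence; 0% = median of neutral control wells and 100% = median of NaSCN control wells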
# DAGLB inhibitor – diacylglycerol lipase beta (human) inhibition. inhibition, % at 5.17 µM. HEK293T DAGLB membrane lysate, EnzChek fluorogenic substrate. 0.059% of 340,000 active; in the data active means inhibition above about 34%;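 further: 0% = enzyme with vehicle and 100% = wells lacking enzyme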
# Target sequence (Q8NCG7 whole entry, looked up): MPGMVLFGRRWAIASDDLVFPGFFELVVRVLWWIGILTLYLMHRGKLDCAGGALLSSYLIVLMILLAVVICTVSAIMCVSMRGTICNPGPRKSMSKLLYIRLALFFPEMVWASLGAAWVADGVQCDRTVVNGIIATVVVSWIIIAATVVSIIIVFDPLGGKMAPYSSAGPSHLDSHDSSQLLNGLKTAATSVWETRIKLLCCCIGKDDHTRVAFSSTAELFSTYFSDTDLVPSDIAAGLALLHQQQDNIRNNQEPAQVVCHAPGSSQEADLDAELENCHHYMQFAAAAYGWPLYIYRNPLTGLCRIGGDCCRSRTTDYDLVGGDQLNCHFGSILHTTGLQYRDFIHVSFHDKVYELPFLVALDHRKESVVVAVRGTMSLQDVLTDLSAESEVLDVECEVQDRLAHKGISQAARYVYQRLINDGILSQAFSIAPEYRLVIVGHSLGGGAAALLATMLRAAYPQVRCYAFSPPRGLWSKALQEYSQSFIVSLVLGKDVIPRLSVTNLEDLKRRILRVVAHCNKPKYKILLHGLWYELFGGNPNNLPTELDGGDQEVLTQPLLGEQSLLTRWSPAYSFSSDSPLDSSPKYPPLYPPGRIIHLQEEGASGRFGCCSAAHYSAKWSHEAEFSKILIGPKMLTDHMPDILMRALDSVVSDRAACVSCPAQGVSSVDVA
# Wnt bcat act – activators of Wnt/beta-catenin signaling; Wnt/beta-catenin reporter cell assay, activator, plate reader; activation, % at 9.35 µM; 1.2% of 300,000 active; AID 743398; in the data active means activation above about 30%, passing the limit was not always enough; inconclusive means no clear call, values can overlap the other calls;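 further: 0% = neutral control wells and 100% = positive control wells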
# AddAB inh – less growth of phage-infected E. coli with AddAB; 0.29% of 330,000 active; E. coli expressing H. pylori AddAB, absorbance growth; inhibition, % at 11.9 µM; in the data active means inhibition above about 12%;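 further: 0% = vehicle wells of infected cells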
# * marks the source's active call; other numbers are inactive results; ? = inconclusive; . = no result given.
SMILES,PfHsp90 yeast 2,E coli growth,phage Ecoli inh,PvdQ inh,Rtt109 HAT inh,CAL PDZ FP,Tat transport,DAGLB inhibitor,Wnt bcat act,AddAB inh
Cn1c(C(=O)N2CCN(C(=O)c3ccco3)CC2)cc2c(=O)n(C)c3ccccc3c21,-4,0.7,2.3,5,-4,0.0,-8,2,-4,5.2
CC(=O)Nc1ccc(S(=O)(=O)N2CCC(NC(=O)c3ccccc3)CC2)cc1,-4,-2.9,-0.4,-11,-10,-0.6,-14,0,0,3.5
CC(SC1=NCCS1)C(=O)Nc1nnc(-c2ccc(Br)cc2)s1 (stereo not drawn),-6,0.4,1.8,-2,-4,-0.1,0,2,4,0.0
O=C(C1CCCC1)N1CCCC(Nc2ccccc2)C1 (stereo not drawn),10,0.5,1.7,-4,-5,-2.5,-5,0,0,0.3
CN(C)c1nc(Cl)nc(N(C#N)CCOc2ccccc2)n1,-32,-2.1,1.5,-15,-3,-3.0,-3,-7,18,-1.0
CCCCC1=CC2=C(c3ccco3)C(=O)C(C)(OC(=O)c3ccc(OC)cc3)C(=O)C2=CN1CC1CC1 (stereo not drawn),-1,-2.9,1.1,7,3,1.0,9,-2,0,2.8
CCCCN(C(=O)c1cccc(C)c1)c1c(N)n(CCC)c(=O)[nH]c1=O,26,0.9,0.8,-9,1,-2.4,2,-1,-4,2.1
COc1ccc(CCNC(=O)COC(=O)c2ccc([N+](=O)[O-])o2)cc1,-21,-1.1,2.7,-1,3,-1.7,-11,-1,-2,2.5
Cc1ccc(CSc2nnc(C)c(=O)[nH]2)cc1,2,-0.9,2.2,6,39,-1.9,0,-1,-4,-1.6
COC(=O)c1ccc(Nc2nc(C)nc3c2nnn3Cc2ccccc2)cc1,-9,-0.9,0.2,-4,1,.,-2,-1,0,1.7
Nc1ncnc2nc(SCCN3CCCCC3)[nH]c12,-13,-2.9,4.5,2,0,-0.3,-5,0,.,-1.1
CCN(CCCn1c(SCC#N)nc2ccccc2c1=O)c1ccccc1,8,0.5,-0.7,-10,-10,-0.1,0,-1,.,0.2
COc1ccc(S(=O)(=O)Nc2ccc(S(=O)(=O)N3CCCCC3)cc2)cc1C,.,1.9,4.5,-4,9,-0.4,4,1,.,0.7
Clc1ccc(Nc2ccc(NCc3ccccc3)nn2)cc1,-5,5.7,6.7,-14,3,1.4,2,1,2,7.1
O=C(Oc1ccccc1C(=S)N1CCCCC1)c1cc([N+](=O)[O-])cc([N+](=O)[O-])c1,-6,-2.6,1.2,-15,-2,-0.3,4,-6,.,-0.8
COc1cc2c(cc1OC)C(c1cc(Br)ccc1F)N(C(=O)CCl)CC2 (stereo not drawn),8,0.1,2.6,-4,1,-1.8,-2,4,5,-0.8
COc1ccc(N2CCC(N3CCN(C)C(CCO)C3)CC2)cc1 (stereo not drawn),-5,-2.0,0.7,-14,0,-0.1,-6,2,0,-0.2
COc1cc(N(C)C)c([N+](=O)[O-])cc1C(=O)NC(C)CNc1ccc([N+](=O)[O-])cc1Cl (stereo not drawn),-53,1.5,2.3,-6,1,-2.4,-5,2,.,4.4
COc1ccc(NC(=S)Nc2ccccc2Cl)cn1,1,-0.8,5.0,-4,-6,-0.2,2,1,-2,-2.4
Cc1ccc(NC(=O)C(C)Sc2nnc(C)n2CC2CCCO2)cc1 (stereo not drawn),8,.,2.5,-20,0,0.1,10,-1,-1,.

# Next section, starting with the last 2 of the part before.
SMILES,PfHsp90 yeast 2,E coli growth,phage Ecoli inh,PvdQ inh,Rtt109 HAT inh,CAL PDZ FP,Tat transport,DAGLB inhibitor,Wnt bcat act,AddAB inh
COc1ccc(NC(=S)Nc2ccccc2Cl)cn1,1,-0.8,5.0,-4,-6,-0.2,2,1,-2,-2.4
Cc1ccc(NC(=O)C(C)Sc2nnc(C)n2CC2CCCO2)cc1 (stereo not drawn),8,.,2.5,-20,0,0.1,10,-1,-1,.
COc1ccc(N(CC(=O)Nc2ccc3c(c2)OCCO3)S(=O)(=O)c2cccc(C)c2)cc1,-21,.,5.2,-15,0,-0.3,9,-5,0,.
CCCCCCC(O)(c1ccccc1)C(CN1CCOCC1)c1ccccc1 (stereo not drawn),-52,.,0.0,-11,-10,-0.5,8,-11,-4,.
Cc1nnc(SCc2nnc(-c3cccs3)o2)s1,5,-2.7,1.4,-7,-2,-0.5,3,-1,1,-1.9
C=CCN(CC=C)C(=O)C1CC(=O)N(c2ccc(Br)cc2)C1 (stereo not drawn),14,-0.4,0.6,-8,15,-0.4,-12,-2,.,-0.2
NC(=O)C1CC(=O)N(c2ccc(OCc3ccc(Cl)cc3)cc2)C1 (stereo not drawn),19,2.1,9.8,-10,-3,-5.6,-5,4,14,2.9
Cc1cc(=O)n(C)c(=O)n1CCCCCCN1CCCC1,1,-0.9,-1.5,3,2,-1.2,-1,-1,.,4.4
COc1ccccc1C(CNC(=O)c1oc2ccccc2c1C)N1CCCC1 (stereo not drawn),-8,-0.3,3.0,-2,7,-1.1,2,-1,-2,-0.3
CCC(c1nnnn1Cc1ccco1)N(Cc1ccccc1OC)Cc1cc2cc(C)ccc2[nH]c1=O (stereo not drawn),-43,1.3,1.7,1,-9,0.0,0,2,-2,3.6
Cc1ccc(Nc2nc(N)nc(CSc3ncccn3)n2)cc1,-29,0.7,3.0,7,2,-1.8,0,0,.,3.1
CC(=O)C1=NN(c2ccccc2)C2(S1)S/C(=C\c1ccccc1)C(=O)N2c1ccccc1 (stereo not drawn),17,0.2,1.4,-8,-26,.,-8,-12,.,0.9
CN(C)S(=O)(=O)c1cccc(NC(=O)CSc2nc3c(cc2C#N)C(=O)CC(C)(C)C3)c1,7,-2.0,0.5,17,?,-3.7,0,-4,0,-1.4
CCOc1ccc(N(CC(=O)NCCSc2ccccn2)S(=O)(=O)c2ccc(Cl)cc2)cc1,-16,-2.1,-2.4,-22,-9,-2.1,3,-5,-5,0.2
N#C/C(=C1/CCCCCN1)c1nc2ccccc2[nH]1,-1,1.5,3.1,5,-6,-0.6,-2,1,.,-1.7
CC1=C(/C=N/Nc2ccc([N+](=O)[O-])cc2[N+](=O)[O-])C(C)(C)CCC1,7,-0.2,2.3,5,10,0.7,2,-3,.,-0.3
CCN(Cc1ccccc1)C(=O)c1cc(S(=O)(=O)N2CCOCC2)ccc1N1CCCC1,.,-0.5,4.3,13,2,0.2,-2,0,-1,0.4
Cc1cc(SCc2ccc(Cl)c(Cl)c2)nc(=O)[nH]1,0,-0.7,3.2,3,-4,-3.9,1,4,7,2.9
CC1CCN(S(=O)(=O)c2ccc3c(c2)CCN3C(=O)C2CCC2)CC1,-22,0.4,-2.8,-11,0,-1.0,-3,-1,-4,3.1
CCN(CC)CCn1c(/N=C/c2cc(Br)ccc2O)nc2ccccc21,9,2.2,1.9,-5,2,-0.9,-18,3,0,4.0
Cc1cccc(C(=O)NNC(=S)NC(=O)c2cccs2)c1,-11,2.4,3.5,-4,-5,-5.5,13,6,1,12
COc1ccc(S(=O)(=O)c2ccc(OC)c(OC)c2)cc1OC,13,1.4,2.5,-12,-4,0.1,0,-1,.,3.6
C/C=C(\C)C(=O)OC1c2c(ccc3ccc(=O)oc23)OC(C)(C)C1OC(C)=O (stereo not drawn),3,-2.4,1.0,-14,11,-1.8,3,-2,.,3.3
CC(C)Nc1nc(Cl)nc(NC2CCCCC2)n1,25,0.2,3.1,-2,-5,-4.4,-6,0,-1,0.0
CCCCCCn1nc(C(=O)N(CCOC)c2c(N)n(CCCC)c(=O)[nH]c2=O)c2ccccc2c1=O,.,-0.8,1.0,2,-2,-0.6,8,3,4,-1.0
CC(=O)Nc1ccc(NS(=O)(=O)c2ccc(-c3cnc(C4CC4)o3)cc2)cc1,-14,-2.1,0.5,-11,2,-0.5,-1,-3,-3,2.2
COc1ccc2c(c1)CCc1c(C(=O)N3CCCC3)noc1-2,16,-1.6,3.7,-14,6,-1.4,-5,-13,-5,1.2
O=C(COC(=O)/C=C/c1ccccc1[N+](=O)[O-])Nc1ccc(S(=O)(=O)N2CCOCC2)cc1,.,0.4,4.0,-16,-7,-0.2,-4,-3,-4,-0.5
Cc1cccc2nc(C(=O)Nc3cc(Cl)ccc3-n3cncn3)cn12,5,-0.3,3.4,6,4,0.5,-4,-2,7,0.9
C/C(=N\NS(=O)(=O)c1ccccc1)c1cccc(NC(=O)c2cccc(Cl)c2)c1,-16,0.4,3.7,-8,12,-0.1,11,-3,.,6.6
CCOC(=O)c1cc[nH]c1C,-15,-0.3,3.4,-5,-1,-2.7,-4,-2,-1,3.2
CC(=O)N1CCN(C2=Nc3cccc4cccc2c34)CC1,6,-0.9,-1.4,15,-4,-0.2,1,-1,11,0.7
O=C(COc1ccc([N+](=O)[O-])cc1)NCc1ccncc1,-12,1.2,4.1,-7,-5,-0.1,1,.,-1,1.3
CCCCOc1ncnc2c1[nH]c1ccc(F)cc12,4,1.4,2.8,-13,-6,-2.2,-9,-5,.,1.8
CC(C)C(=O)N(Cc1cc2ccccc2[nH]c1=O)C(C)C,-22,1.8,3.1,-9,6,.,-2,1,.,-0.6
Cn1c(COc2ccccc2)nnc1SCC(=O)NNC(=O)C1CCCCC1,.,-2.0,1.0,-24,-6,-2.0,6,1,-1,4.3
CC(=O)NCCn1c(SCC(=O)OCc2ccccc2)nc2ccccc2c1=O,3,0.7,2.6,1,5,-0.5,-7,2,.,0.2
O=C(NCc1ccc(F)cc1)c1ccc(CS(=O)(=O)Cc2ccc(F)cc2)o1,4,1.8,4.4,-15,-10,-0.6,-1,0,.,3.6
CCCNC(=O)CCc1nnc2ccc(N3CCC(C)CC3)nn12,-24,-1.1,-1.0,2,-4,-0.8,-10,1,-1,-2.9
CN1C(=O)N(CC(=O)Nc2nccs2)C(=O)C12CCCCC2,-5,-0.6,-0.3,-14,-1,0.2,-9,1,-1,1.4
O=C(NCCc1ccc(Cl)cc1)c1ccc(S(=O)(=O)N2CCCC2)cc1,2,2.6,2.5,-15,1,0.0,4,-2,0,4.2
Cc1ccc(S(=O)(=O)/N=C(/NC(=S)Nc2c(C)n(C)n(-c3ccccc3)c2=O)c2ccccc2)cc1,5,2.2,0.8,-1,-4,-0.7,-4,0,2,4.0
Fc1cc(Cl)ccc1NC(=S)NCCN1CCOCC1,.,-2.2,2.4,4,-1,-1.6,20,0,-1,-1.4
O=C(Nc1cc(C(=O)N2CCN(c3ccccc3)CC2)ccc1Cl)c1cccs1,-5,0.7,-0.4,-1,17,-1.1,-2,-6,-1,0.5
CC1CCCC(C)N1CCCNC(=O)c1ccc2c(c1)NC(=O)c1ccccc1S2 (stereo not drawn),8,0.0,1.1,-7,-8,-3.0,-3,0,0,0.4
Cc1csc(NC(=O)CSc2ccc3nnc(CCNS(=O)(=O)c4ccccc4)n3n2)n1,14,3.6,2.5,-7,-2,-1.7,-6,2,.,4.5
COc1ccc(OC)c(-n2c(SCC(=O)Nc3cccc(S(N)(=O)=O)c3)nc3ccccc3c2=O)c1,-61,-0.5,0.1,-6,1,-2.1,-4,2,-1,0.8
